TEAD-YAP inh: TEAD-YAP interaction inhibition | hit rate 1.4% among 640,000 | inhibition, % at 9.12 µM | AID 1259422 | HEK-TIYL cells, TEAD-Gal4/YAP UAS-luciferase luminescence; in the data active = inhibition above about 32%;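 note: 0% = median of test compound wells and 100% = reference inhibitor wells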
FBW7 act: human FBW7 E3 ligase activation, primary screen; normalized activity (activation), % at 26.1 µM; hit rate 0.13% among 650,000; AlphaScreen FBW7–phospho-cyclin E peptide binding, activator screen; AID 1259310; in the data active = normalized activity above about 1.9%;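 note: purified mutant Fbw7 with reduced substrate affinity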
GPR151 activ: activates the human receptor GPR151; Q8TDV0; PathHunter beta-arrestin GPR151 cells, luminescence; activation, % at 11.2 µM; hit rate 1% among 650,000; AID 1508602; in the data active = activation above about 4.9%;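 note: 0% = median of compound wells and 100% = cells with positive control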
Target sequence (Q8TDV0 whole entry, looked up): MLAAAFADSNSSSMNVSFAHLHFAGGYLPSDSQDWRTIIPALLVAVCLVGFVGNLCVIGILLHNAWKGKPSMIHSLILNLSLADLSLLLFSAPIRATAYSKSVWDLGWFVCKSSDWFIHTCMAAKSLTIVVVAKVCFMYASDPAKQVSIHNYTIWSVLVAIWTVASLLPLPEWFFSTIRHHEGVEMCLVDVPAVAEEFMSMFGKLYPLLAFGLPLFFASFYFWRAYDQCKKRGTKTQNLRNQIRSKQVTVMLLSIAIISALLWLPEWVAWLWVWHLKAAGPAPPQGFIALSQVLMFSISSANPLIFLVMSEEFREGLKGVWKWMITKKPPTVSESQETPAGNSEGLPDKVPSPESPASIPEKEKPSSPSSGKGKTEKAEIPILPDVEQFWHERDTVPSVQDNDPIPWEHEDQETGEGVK
MITF inh: inhibitors of human MITF; O75030; AlphaScreen MITF homodimerization, bead proximity signal; inhibition, % at 2.6 µM; hit rate 0.91% among 650,000; in the data active = inhibition above about 50%;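 note: 0% = vehicle wells with protein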
Target sequence (O75030 whole entry, looked up): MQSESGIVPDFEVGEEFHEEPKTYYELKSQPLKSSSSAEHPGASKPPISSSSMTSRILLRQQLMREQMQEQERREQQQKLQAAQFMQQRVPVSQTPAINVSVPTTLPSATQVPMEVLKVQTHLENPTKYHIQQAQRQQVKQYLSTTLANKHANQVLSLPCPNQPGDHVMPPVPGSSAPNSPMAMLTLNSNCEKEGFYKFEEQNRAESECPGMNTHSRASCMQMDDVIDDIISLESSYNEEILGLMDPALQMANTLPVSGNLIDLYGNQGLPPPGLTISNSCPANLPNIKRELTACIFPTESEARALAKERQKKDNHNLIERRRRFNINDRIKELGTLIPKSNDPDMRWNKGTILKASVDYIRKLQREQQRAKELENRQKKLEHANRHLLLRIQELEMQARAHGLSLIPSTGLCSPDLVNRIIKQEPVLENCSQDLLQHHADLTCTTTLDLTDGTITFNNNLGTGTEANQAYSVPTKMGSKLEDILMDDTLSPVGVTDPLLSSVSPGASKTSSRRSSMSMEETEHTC
Active calls of the source: *.

Compound	FBW7 act	GPR151 activ	MITF inh	TEAD-YAP inh
COc1cccc2cc(C(=O)Nc3ccc(Cl)cc3)c(=Nc3ccc(C(=O)O)cc3)oc12	0.9	-0.4	10	3
CC(C)(C)c1ccc(C2C3=C(CCCC3=O)NC3=C2C(=O)c2ccccc23)cc1 (stereo not drawn)	-0.2	-0.7	-4	5
Cc1cc2c(c(C)nn2-c2ccccc2)c(=O)o1	0.1	1.8	17	5
CCOC(=O)Cc1csc(NC(=O)CCN2C(=O)c3ccccc3C2=O)n1	-0.1	0.3	0	5
O=C1c2cccnc2C(O)N1Cc1cccs1 (stereo not drawn)	-0.5	-1.4	2	-2
Cc1sc2nc(SCC(=O)NCc3ccco3)[nH]c(=O)c2c1C	-0.1	2.1	6	3
Cc1nn(S(=O)(=O)N(C)C)c(C)c1Br	0.7	-0.8	11	-2
N#CC1(C#N)C(c2ccccc2)OC23CCCCC2C1(C#N)C(=N)O3 (stereo not drawn)	0.0	-2.2	5	-2
O=C(c1ccc(F)cc1)N1CCN(Cc2ccc3ccccc3c2)CC1	0.7	2.6	58*	15
Cc1ccccc1CC1(CO)CCCN(C(=O)c2ccc(N3CCN(C)CC3)cc2)C1 (stereo not drawn)	0.0	-1.4	12	2
COc1ccc(C(=O)CSc2nc(C)cc(=O)[nH]2)cc1	-0.2	0.2	-8	-9
O=C(NCc1cccs1)c1ccc2c(=O)n(C3CCCC3)c(=S)[nH]c2c1	-0.1	1.5	6	-3
Cc1cc(Oc2ccc(C(C)(C)C)cc2)nc(N2CCOCC2)n1	-0.1	0.6	15	5
O=C(Nc1ccc(F)cc1F)c1ccc([N+](=O)[O-])cc1Cl	0.3	0.0	3	-50
Cc1nc(NC2CC2)cc(-c2ccccn2)n1	-0.4	1.7	7	4
COc1ccc(OCCn2c(C(F)(F)F)nc3ccccc32)cc1	-0.1	-0.3	7	-2
O=C(NCc1cccs1)c1cnn2c1NC(c1cccs1)CC2C(F)(F)F (stereo not drawn)	0.0	-0.4	1	8
Cc1ccc(-c2cc3nc(C)c(-c4ccccc4)c(N)n3n2)cc1	0.1	4.4	16	-43
Cn1ccc(C(=O)NCC2CCC3(CCN(Cc4ccco4)CC3)O2)n1 (stereo not drawn)	0.1	0.0	5	9
CCCCC(NC(=O)C(c1ccccc1)c1ccccc1)C(=O)O (stereo not drawn)	0.0	0.7	2	4
O=C(CN1CCc2ccccc2C1)Nc1ccccc1F	0.1	0.8	-17	3
CCCCOc1ccc(/C=C2\N=C(c3ccccc3Br)OC2=O)cc1	-0.1	0.2	5	0
Cc1cc(-c2nnc(CCC(=O)N(C)Cc3csc(C)n3)o2)c(C)o1	-0.1	0.0	-32	-1
Clc1ccc2nc(N3CCCC3)[nH]c2c1	0.0	-2.3	-15	-45
Cc1nn(C)c(C)c1CN(C)C(=S)Nc1ccc(F)c(Cl)c1	-0.1	0.8	-2	-9
Cn1c(=O)c2c(nc(N3CCCCC3)n2Cc2ccccc2Br)n(C)c1=O	0.0	-0.5	3	-2
O=C(CN1CCN(c2ccccn2)CC1)Nc1cccc(F)c1	-0.1	0.2	-10	-1
CC(C)(C)NC(=O)c1ccccc1NC(=O)c1cc(F)c(F)cc1Cl	-0.2	1.7	-7	0
CC(NC(=O)c1ccc(S(=O)(=O)N(C)C)cc1)c1ccccc1 (stereo not drawn)	0.1	2.5	12	4
CCC(C)(C)c1ccc(OC(=O)CCN2C(=O)C3C4C=CC(C5CC45)C3C2=O)cc1 (stereo not drawn)	-0.1	-0.6	10	-4
CC1CCc2c(sc3ncn4c(=O)n(CC(=O)N5CCNC(=O)C5(C)C)nc4c23)C1 (stereo not drawn)	0.0	-0.9	11	2
CCOC(=O)CSc1nnc(NC(=O)c2ccccc2F)s1	0.0	-2.9	-8	5
CNC(=O)COc1ccc(NS(=O)(=O)c2cc(-c3n[nH]c(=O)c4ccccc34)ccc2C)cc1	0.4	-0.8	18	6
O=C(NCCCN1CCCC1=O)c1cnc(Nc2ccncn2)s1	0.1	-0.9	22	4
O=C(c1cc(=O)c2ccccc2o1)N1CCN(c2ccccc2)CC1	-0.1	2.7	-2	-7
CCOC(=O)c1c(NC(=O)c2nc(S(C)(=O)=O)ncc2Cl)sc2c1CCCC2	0.1	1.2	-2	4
O=C(CSC1=NC(=O)C(Cc2ccccc2)C(=O)N1)c1ccccc1 (stereo not drawn)	-0.3	3.2	-3	-1
CCN(CC)C(=O)CSc1nnc(-c2ccncc2)n1CCc1ccccc1	0.0	0.1	-2	-3
Cc1cc(Cc2ccc(N)c(C)c2)ccc1N	-0.3	2.9	5	2
Cc1nn(-c2ccccc2)c2c1P(=O)(O)/C(=C1/N(C)c3ccccc3C1(C)C)C=N2	0.3	-2.4	15	7
COC(=O)CNC(=O)/C(C)=N\N1CCc2ccccc21	0.1	-0.4	-13	-3
C=CCN(c1ccc(C(=O)Nc2ccc(OCc3ccccc3)cc2)cc1)S(C)(=O)=O	-0.2	5.0*	-5	-4
COc1ccc(NC(=O)c2c(N)cnn2C)cc1	0.0	-0.1	10	-7
O=C(CCCn1c(=O)[nH]c2cc(Cl)ccc2c1=O)NC1CCCCC1	0.1	-1.0	-4	1
CCOC(=O)CSc1n[nH]c(NC(=O)c2cccc(C(F)(F)F)c2)n1	0.1	1.9	0	11
O=C(CSc1nnc(-c2ccncc2)n1-c1ccccc1)c1ccc(NS(=O)(=O)c2ccccc2)cc1	0.0	1.0	-5	-1
CC(=O)Nc1ccc(S(=O)(=O)NCCNc2ccc(Cl)cc2[N+](=O)[O-])cc1	-0.1	0.8	14	-2
CC(=O)c1cccc(NC(=O)COC(=O)[C@@H](NC(=O)OCc2ccccc2)C(C)C)c1	0.2	3.4	5	10
Cc1ccc(C(=O)Nc2ccccc2I)cc1	0.0	-1.5	-9	-34
O=C(O)CCC(=O)NNC(=O)CNC(=O)C1CCCCC1	0.1	-1.9	-21	-1
CC(=O)Nc1ccc(S(=O)(=O)NCc2cccs2)cc1	0.3	0.1	9	5
COc1ccc(-c2csc(NC(=O)c3cc(-c4ccccc4)nc4ccccc34)n2)cc1	0.1	0.3	13	0
Cc1ccc(Cl)cc1N1CCN(C(=O)c2ccc(=O)[nH]c2)CC1	0.2	2.8	13	11
CN1C(=O)S/C(=C/c2ccc(-c3ccc(C(=O)O)c(Cl)c3)o2)C1=O	-0.1	-0.8	17	-3
COc1cc(Nc2nc(NCCOc3ccccc3)c3ncn(-c4ccccc4)c3n2)cc(OC)c1OC	0.2	1.5	15	4
O=C(O)CP(=O)(O)O	-0.2	-1.7	17	-2
COc1ccccc1N1C(=O)NC2CC1(C)Oc1ccc([N+](=O)[O-])cc12 (stereo not drawn)	0.2	-0.5	9	17
O=C(Cc1ccc(Cl)cc1)Nc1ccccc1CO	-0.1	1.8	6	-6
Cc1cc(C)n2nc(CC(=O)N3CCCC3c3nc4cc(C)c(C)cc4[nH]3)nc2n1 (stereo not drawn)	0.1	1.2	-1	-3
COCCNC(=O)CSCc1ccc(Cl)cc1	0.0	0.0	15	0

Next records.
Compound	FBW7 act	GPR151 activ	MITF inh	TEAD-YAP inh
O=C(CC1C(=O)NCCN1Cc1cccc(Oc2ccccc2)c1)NCCc1cccnc1 (stereo not drawn)	-0.3	2.9	-12	-8
COC(=O)c1ccccc1NC(=O)CSc1nnc(CNc2ccc(Cl)cc2)o1	-0.1	-0.1	1	12
COc1ccc(CCNC(=O)c2cccc([N+](=O)[O-])c2)cc1	0.1	-0.5	17	-4
O=C(COc1cccc(Cl)c1)N/N=C\c1cccnc1	0.5	-0.5	13	1
CCCCOc1ccc(OCCSc2nc3ccccc3n2CCC(=O)O)cc1	-0.2	0.9	7	-4
CCOC(=O)COc1cccc2c1CCN(Cc1ccccc1)C2=O	-0.1	-0.1	-3	-5
O=C(Cn1cnc2c(nnn2-c2cccc(Cl)c2)c1=O)NC1CCCCC1	0.2	-0.2	7	7
CCOc1ccc(C(CC(=O)O)NC(=O)CCCc2ccccc2)cc1 (stereo not drawn)	-0.1	-0.5	3	7
Cc1cccc(NC(=O)CSc2nc(N)c(NC(=O)c3ccco3)c(=O)[nH]2)c1C	1.2	-0.6	14	1
O=C(CSc1nc(O)cc(=O)[nH]1)N1c2ccccc2Sc2ccccc21	0.7	1.3	17	-12
O=C(CCCn1c(=S)[nH]c2ccccc2c1=O)N1CCCCC1	0.0	-0.3	-3	4
CCOC(=O)C1=C(O)/C(=C/c2cccnc2)SC1=Nc1ccc(C)cc1	-0.1	-0.4	-1	1
Cc1cc(C(=O)NNC(=S)NCCc2ccccc2)ccc1[N+](=O)[O-]	0.8	-0.1	17	-3
O=C(CN1CCC(n2nnc3cc(F)ccc32)CC1)NCCc1ccccc1	-0.1	-0.5	-3	-20
Cc1cc2c(=O)n(CC(=O)NC(C)C)cnc2s1	0.0	0.3	0	4

6 entries picked at random from those above, as already listed:
Compound	FBW7 act	GPR151 activ	MITF inh	TEAD-YAP inh
Cc1cccc(NC(=O)CSc2nc(N)c(NC(=O)c3ccco3)c(=O)[nH]2)c1C	1.2	-0.6	14	1
COc1ccc(CCNC(=O)c2cccc([N+](=O)[O-])c2)cc1	0.1	-0.5	17	-4
COC(=O)c1ccccc1NC(=O)CSc1nnc(CNc2ccc(Cl)cc2)o1	-0.1	-0.1	1	12
O=C(COc1cccc(Cl)c1)N/N=C\c1cccnc1	0.5	-0.5	13	1
Cc1cc(C(=O)NNC(=S)NCCc2ccccc2)ccc1[N+](=O)[O-]	0.8	-0.1	17	-3
O=C(CC1C(=O)NCCN1Cc1cccc(Oc2ccccc2)c1)NCCc1cccnc1 (stereo not drawn)	-0.3	2.9	-12	-8

Continuation.
Compound	FBW7 act	GPR151 activ	MITF inh	TEAD-YAP inh
Cc1cc(C)n2nc(CNC(=O)c3ccc(Br)o3)nc2n1	0.1	1.2	-2	3
COC(=O)c1ccc(CN2CCCC(CO)(Cc3ccccc3)C2)cc1 (stereo not drawn)	0.4	2.3	2	-15
OCC1CCCN1c1nc(NCc2ccccc2)c2ncn(C3CCCCC3)c2n1 (stereo not drawn)	-0.2	-1.3	-1	2
CC(=O)Oc1ccc2c(=O)c(-c3cnn(-c4ccccc4)c3)c(C)oc2c1OC(C)=O	-0.3	0.1	11	-16
Cc1ccc(-c2nc(C=Nc3ccccc3I)c(O)o2)cc1	0.1	-0.4	-9	5
Cc1cc(=O)n2nc(N3CCCC(C(=O)NCCCN4C(C)CCCC4C)C3)sc2n1 (stereo not drawn)	0.6	0.7	6	7
CN(CC(=O)OCC(=O)c1ccc(Br)cc1)C(=O)OCc1ccccc1	0.3	0.2	11	3
O=C(CCCCn1c(=O)[nH]c2ccsc2c1=O)NC1CCN(Cc2ccccc2)CC1	0.0	-0.3	-17	-5
Cc1ccc2c(c1)N(CC(=O)N(CCN1CCOCC1)Cc1ccncc1)C(=O)CO2	-0.1	-0.6	-18	-5
CC1CCCN(C(=O)c2n[nH]c(=O)c3ccccc23)C1 (stereo not drawn)	0.3	-0.6	14	-7
CCN(CC)S(=O)(=O)c1ccc(C(=O)OCC(=O)NC(C)(C)C)cc1	-0.1	-2.5	-12	-3
CCOC(=O)C(C)Sc1ncnc2c1nnn2-c1ccc(F)cc1 (stereo not drawn)	-0.1	0.3	0	0
O=C(O)C(Sc1ccccc1)c1ccccc1 (stereo not drawn)	0.0	0.4	-12	-5
COCC(=O)N1CCCc2ccc(NC(=O)Nc3ccc(Cl)cc3)cc21	0.1	-0.9	-3	6
CCOC(=O)c1c(NC(=O)c2ccc(C(C)(C)C)cc2)sc2c1CCC2	0.0	-0.7	-4	3
COc1ccc2c(c1)-c1c(ssc1=S)C(C)(C)N2C(=O)CSc1ncn[nH]1	-0.1	0.2	10	0
COCCn1c(C)cc(/C=C2/C(=O)NC(=O)N(C3CCCCC3)C2=O)c1C	-0.2	7.0*	8	9
CCCCC(=O)Nc1ccccc1-c1nnn(CC(=O)Nc2cc(C)on2)n1	0.1	-0.4	-1	2
CCC(Sc1nnnn1-c1ccccc1)C(=O)Nc1nc2ccccc2s1 (stereo not drawn)	0.0	1.1	8	-4
CCN(CC)C(=O)CN(c1ccccc1Cl)S(=O)(=O)c1ccccc1	0.0	0.5	10	-2
O=C(Nc1ccccc1O)c1ccccc1	0.2	0.9	10	-21
CCN(CC)CCOC(=O)c1cccc(F)c1	0.0	-0.8	20	-1
Cc1cc(C)c(NC(=O)CN2C(=O)CSC(C)C2=O)c(C)c1 (stereo not drawn)	0.0	-1.3	13	-2
Cc1ccc(C(=O)Nc2cccc(C(=O)O)c2)cc1S(=O)(=O)N1CCC(C)CC1	0.0	-7.1	-3	-34
COc1ccccc1C(=O)NNC(=S)NC(=O)C1CCCCC1	-0.1	1.6	4	6
CCCCN(CC)CCNS(=O)(=O)c1ccc2c(c1)OCC(=O)N2	0.4	-0.6	5	8
C(=N\N1CCOCC1)/c1ccc2c(c1)OCCO2	0.1	0.5	15	-32
Cc1oc(C(O)C(O)C(O)CO)cc1C(=O)OCC(=O)Nc1ccc(F)cc1 (stereo not drawn)	-0.1	-0.2	-1	-2

Source: PubChem (The Scripps Research Institute Molecular Screening Center)
